UHRF1 binding – UHRF1 methyl-DNA binding inhibition; Q96T88; UHRF1 binding to methylated oligo, TR-FRET; inhibition, % at 4.4 µM; actives 0.75% (n = 370,000); AID 687016; in the data active = inhibition above about 21%;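 note: UHRF1 SRA domain binding a hemimethylated CpG hairpin DNA probe; 0% = median of test compound wells and 100% = reference inhibitor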
LEDGF integ inh – blocks HIV-1 LEDGF/p75-dependent DNA integration; TR-FRET IN-LEDGF/p75 DNA integration, Eu/Cy5; inhibition, % at 3.7 µM; actives 0.64% (n = 370,000);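 active = inhibition above the screen-wide mean plus 3 SD, cut at about 13% in these data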;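 note: signal is the Cy5 over europium emission ratio at 671 and 618 nm; 0% = plate median of compound wells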
DDE Tn6 FP inh – disrupts Tn6 cyclic peptide binding to fibrin D-Dimer-E complex; P02675; Fibrin DD(E) TRITC-Tn6 fluorescence polarization displacement; inhibition, % at 8.3 µM; actives 0.21% (n = 370,000); AID 720509;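 active = inhibition above a per-campaign cutoff: mean of compounds within control limits plus 3 SD, cut at about 15% in these data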;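 note: 0% = median of all compound wells on the plate and 100% = blocking peptide control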
SIAE inh – human SIAE inhibition, primary screen; AID 1053197; Q9HAT2; inhibition, % at 9.66 µM; SIAE FP-Rh probe binding, fluorescence polarization; actives 0.69% (n = 370,000);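 active = inhibition above a cutoff: mean of compounds within the control limits plus 3 SD of those, cut at about 17% in these data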;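 note: 0% = plate median of compound wells and 100% = probe without SIAE protein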
MBD2 inh – blocks human MBD2 binding to methylated DNA | Q9UBB5 | TR-FRET, MBD2 binding to methylated oligonucleotide | inhibition, % at 4.4 µM | actives 0.31% (n = 370,000); in the data active = inhibition above about 13%
Target sequence (Q9UBB5 whole entry, looked up): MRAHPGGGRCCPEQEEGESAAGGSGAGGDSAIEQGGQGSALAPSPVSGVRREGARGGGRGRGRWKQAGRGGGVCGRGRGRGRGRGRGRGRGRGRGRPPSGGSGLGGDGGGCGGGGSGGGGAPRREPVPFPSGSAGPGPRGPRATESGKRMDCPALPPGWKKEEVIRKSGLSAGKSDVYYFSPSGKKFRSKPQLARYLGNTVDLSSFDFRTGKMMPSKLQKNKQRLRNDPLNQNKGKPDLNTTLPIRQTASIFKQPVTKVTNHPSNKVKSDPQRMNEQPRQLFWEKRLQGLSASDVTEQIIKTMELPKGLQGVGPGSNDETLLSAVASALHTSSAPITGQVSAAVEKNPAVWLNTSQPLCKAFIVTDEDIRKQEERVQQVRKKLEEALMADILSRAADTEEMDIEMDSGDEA
TDP2 absorb – TDP2 (human) inhibition, absorbance primary screen | O95551 | recombinant TDP2, T5PNP hydrolysis, p-nitrophenol absorbance 415 nm | inhibition, % at 12.8 µM | actives 0.34% (n = 370,000) | AID 720702;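 active = inhibition above the mean of all tested compounds plus 3 SD, set per campaign, cut at about 25% in these data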;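 note: 0% = DMSO with enzyme and 100% = buffer with substrate but no TDP2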
Target sequence (O95551 whole entry, looked up): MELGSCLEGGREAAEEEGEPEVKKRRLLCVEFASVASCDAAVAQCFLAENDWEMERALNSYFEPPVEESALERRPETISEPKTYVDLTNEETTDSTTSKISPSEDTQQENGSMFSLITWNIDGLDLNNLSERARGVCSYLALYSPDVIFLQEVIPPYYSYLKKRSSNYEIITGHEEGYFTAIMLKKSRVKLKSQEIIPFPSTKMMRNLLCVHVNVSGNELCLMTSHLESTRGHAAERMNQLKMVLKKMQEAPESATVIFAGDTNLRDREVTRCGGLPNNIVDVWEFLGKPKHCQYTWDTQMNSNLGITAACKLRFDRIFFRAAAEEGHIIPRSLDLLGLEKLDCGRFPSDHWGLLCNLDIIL
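Read-out basis: percent inhibition. System: recombinant human TDP2. Buffer or medium: Mg2+-containing Tris-HCl buffer, pH 7.5. Repeats: single replicate. Timing: reaction 2 h, 37 °C. Benchmarks: high control without enzyme, low control DMSO plus TDP2. Probe or stimulus: 5 mM T5PNP. Doses: 12.8 µM only. Measured by: epi absorbance of p-nitrophenol freed from T5PNP by hydrolysis.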
PRMT1 inh – inhibitors of human PRMT1; inhibition, % at 2.79 µM; actives 1.3% (n = 370,000); recombinant PRMT1, activity-based probe fluorescence polarization;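 active = inhibition above about 21% made by adding two undisclosed values, limit read from the data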
KLK7 zymogen act – activates the human kallikrein-7 zymogen. AID 652039. purified proKLK7, EDANS-DABCYL substrate fluorescence; 100% is mature enzyme control, 0% vehicle. P49862. activation, % at 7 µM. actives 0.9% (n = 370,000);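 active = activation above the mean of all tested compounds plus 3 SD, computed per campaign excluding outliers beyond control limits, cut at about 13% in these data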
Tn7 DDE FP – inhibitors of Tn7 peptide binding to human fibrin DD(E). P02675. FP displacement of FITC-Tn7 peptide from fibrin DD(E); 0% = median of compound wells per plate. inhibition, % at 8.3 µM. actives 0.13% (n = 370,000). AID 720508;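 active = inhibition above the mean of compounds falling within the control limits plus 3 SD of them, cut at about 14% in these data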;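 note: 0% = plate median of compound wells and 100% = 10 µM Aha-Tn7 peptide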
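Assay system: Fibrin-DD(E) protein isolated from polymerized human fibrin clots; read-out basis: percent inhibition; medium: Tris/NaCl/CaCl2 buffer, pH 7.8; signal: FP measurement; incubation: 10 min plus 3 h, room temperature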
TCR-CD3 inh – human TCR-CD3 binding inhibition; AID 651800; TAMRA-labeled TCR probe fluorescence, biochemical; actives 0.37% (n = 360,000); inhibition, % at 9.4 µM; in the data active = inhibition above about 19%;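 note: recombinant mutant TCR 2C K166C tagged with TAMRA read by polarization; 0% = receptor in buffer alone and 100% = receptor with positive control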
The depositor's hits bear a star. Outcome played no part in choosing rows, and some 4.6% of all compounds hit somewhere here.

UHRF1 binding	LEDGF integ inh	DDE Tn6 FP inh	SIAE inh	MBD2 inh	TDP2 absorb	PRMT1 inh	KLK7 zymogen act	Tn7 DDE FP	TCR-CD3 inh	canonical_smiles
-1	5	4	-5	-1	0	0	0.9	-2	9	CCOc1cc(C(=O)Nc2ccc(S(=O)(=O)NC3=NCCCCC3)cc2)cc(OCC)c1OCC
1	1	-5	-2	-3	-4	-3	0.5	-6	-5	Cc1ccc(CNC(=O)CCS(=O)(=O)c2cc3c(cc2Cl)NC(=O)CO3)o1
-3	2	-12	-67	-3	-13	4	-5.2	2	0	CC(C)C[C@H](NC(=O)c1[nH]cnc1C(=O)Nc1ccc(CNC(=O)OC(C)(C)C)cc1)C(=O)OC(C)(C)C
4	-5	2	-5	1	8	-1	0.4	9	4	CCOc1ccc(NC(=S)N(CCN2CCOCC2)Cc2ccc3c(c2)CCCN3CC)cc1
0	8	2	-1	1	-6	-1	-0.2	-4	-5	CC(C)/C=C(/C(=O)c1ccc(Cl)cc1Cl)n1cncn1
-2	3	2	1	-4	11	-2	0.5	-1	3	COc1ccc(C(=O)N2CCCCC2c2cc(C(=O)NCc3ccc(F)cc3)no2)cc1 (stereo unspecified)
2	-2	4	1	1	7	2	1.1	1	4	Cc1c(-c2ccccc2)nc(-c2ccccc2)[nH]c1=O
1	3	6	-6	-3	-15	-2	0.3	-1	1	CC1Sc2ccc(S(=O)(=O)N3CCC(C(=O)NCC(C)c4ccccc4)CC3)cc2NC1=O (stereo unspecified)
-1	-2	-4	4	-3	0	-2	-0.3	-5	6	COc1ccccc1C(=O)COC(=O)COc1ccc(C#N)cc1
-1	-5	14	7	-2	5	-3	0.2	3	-4	Cc1ccc(S(=O)(=O)N[C@H](C(=O)OCC(=O)NC(=O)C2CCCCC2)C(C)C)cc1
2	2	1	0	-2	9	0	-0.1	1	0	O=C(CN1CCN(Cc2ccc(Cl)cc2)CC1)N/N=C/c1c[nH]c2ccccc12
0	2	4	5	0	-14	-3	0.6	-8	-4	CS(=O)(=O)c1ccc(Cl)c(NC(=O)CCCSc2ccccc2)c1
-2	-2	5	-3	-2	3	0	0.5	6	-3	C/C(=N/NC(=O)CN1CCN(S(=O)(=O)c2ccc(Br)cc2)CC1)c1ccco1
0	-5	-4	-4	2	-10	11	3.1	-1	-15	COc1ccc(CCNC(=O)CC2Nc3cc(C)c(C)cc3NC2=O)cc1OC (stereo unspecified)
98*	87*	3	8	70*	5	42*	0.9	-3	9	O=C(O)CCCN1C(=O)/C(=C/C=C/c2ccco2)SC1=S
-1	2	-3	-8	0	-1	3	-0.2	0	4	NC(=O)c1ccsc1NC(=O)COC(=O)c1ccccc1F
-3	-1	-3	-6	3	-8	-1	0.0	8	1	CN(CC(=O)Nc1ccccc1Cl)C(=O)COC(=O)/C=C/c1cccc(C(F)(F)F)c1
30*	1	0	-1	12	13	4	0.3	6	-9	COc1ccc(Cc2nnc(NC(=O)C(C)C)s2)cc1
3	-5	6	-9	4	0	3	-0.3	-3	-3	Cc1cc(C)nc(NC=C2C(=O)OC(C)(C)OC2=O)n1
-2	5	1	-4	-1	-5	1	0.0	-9	2	COc1ccc(CNC(=O)C(c2ccco2)N(C(=O)CNS(=O)(=O)c2ccccc2)c2ccccc2C)cc1 (stereo unspecified)
2	1	-3	4	3	9	1	0.6	4	0	O=C(COC(=O)c1n[nH]c2ccccc12)NC1CCCCC1
0	4	-9	10	-10	-15	-6	0.3	4	2	COc1ccc(F)c(CN(C)CC2CCCN(CCc3ccc(F)cc3)C2)c1 (stereo unspecified)
-5	-4	7	13	-3	0	2	0.4	7	2	O=C(NCCCO)/C(=C/c1ccc(-c2cccc([N+](=O)[O-])c2)o1)NC(=O)c1ccccc1
-2	-2	-1	-4	0	9	0	-0.3	6	-5	Cc1cccc(OCCN2C(=O)c3ccccc3C2=O)c1
2	5	12	-7	-1	-16	-1	1.1	-1	-7	COc1ccccc1C(=O)COC(=O)Cn1nc(C)c([N+](=O)[O-])c1C

Grouped by structure: those above containing two or more sulfur atoms.
UHRF1 binding	LEDGF integ inh	DDE Tn6 FP inh	SIAE inh	MBD2 inh	TDP2 absorb	PRMT1 inh	KLK7 zymogen act	Tn7 DDE FP	TCR-CD3 inh	canonical_smiles
1	3	6	-6	-3	-15	-2	0.3	-1	1	CC1Sc2ccc(S(=O)(=O)N3CCC(C(=O)NCC(C)c4ccccc4)CC3)cc2NC1=O (stereo unspecified)
0	2	4	5	0	-14	-3	0.6	-8	-4	CS(=O)(=O)c1ccc(Cl)c(NC(=O)CCCSc2ccccc2)c1
98*	87*	3	8	70*	5	42*	0.9	-3	9	O=C(O)CCCN1C(=O)/C(=C/C=C/c2ccco2)SC1=S

(cont.)
UHRF1 binding	LEDGF integ inh	DDE Tn6 FP inh	SIAE inh	MBD2 inh	TDP2 absorb	PRMT1 inh	KLK7 zymogen act	Tn7 DDE FP	TCR-CD3 inh	canonical_smiles
-1	-1	2	-3	5	-4	2	0.6	9	7	CNc1oc(C)nc1S(=O)(=O)c1ccccc1
-1	-2	0	2	0	8	-1	-0.4	-1	-3	CN(C)CCCNC(=S)N1CCn2c(nc3ccccc32)C1
-1	6	0	9	-2	2	-2	-0.2	-1	2	COc1cc(C(=O)OCCCN2CCOCC2)cc(OC)c1OC
-2	-1	-10	3	-2	6	-2	-0.3	2	11	CC(C)(C)c1ccc(S(=O)(=O)N2CCN(CC(=O)N3CC(=O)Nc4ccccc43)CC2)cc1
1	5	4	2	-6	-1	-4	0.6	-10	8	COc1ccc(OC)c(NC(=O)c2ccc(S(=O)(=O)N3CCN(C)CC3)cc2)c1
1	0	2	2	-1	3	-1	-0.2	-2	1	CCn1ncc(C(=O)Nc2ccc(F)cc2)c1C
1	1	-7	-7	5	12	-3	-23	4	2	COc1ccc2cc(S(=O)(=O)c3ccccc3)c(=O)oc2c1
0	-2	-1	1	6	-6	0	-0.3	8	9	N=c1n(N)c2ccccc2n1CC(=O)c1ccc(Br)cc1
-2	2	-3	6	-2	8	-2	-0.4	-3	-3	CSc1ncc(Cl)c(C(=O)Nc2sc3c(c2C(=O)NCc2ccco2)CCCC3)n1
-2	-2	0	5	-2	-9	3	1.3	-7	6	Cc1nc2c(OCc3cc(Cl)cc(Cl)c3)cccn2c1N(C)C(=O)CCC1CCCC1
27*	8	3	0	8	1	2	-0.5	-2	5	O=C(O)c1cccc(-n2cccc2/C=C2/NC(=O)N(c3cccc(Cl)c3)C2=O)c1
0	-1	2	0	-6	-9	-1	-0.2	6	-6	O=C(NC1(C(F)(F)F)C(=O)Nc2c1c(=O)[nH]c(=O)n2Cc1ccccc1)c1ccc(Cl)cc1 (stereo unspecified)
-1	0	-2	2	-8	4	1	-11	6	-4	Cc1cc(Cl)ccc1-c1nc(NC(C)C)nc2ccsc12
1	-3	-4	-10	2	-2	4	-0.8	2	-3	COC(=O)C1=C(C)N(Cc2ccccc2C(F)(F)F)C(=NCc2ccc(C(F)(F)F)cc2)NC1c1ccc(Cl)cc1 (stereo unspecified)
-2	2	0	-1	2	7	3	0.1	-7	7	N/C(=N\OC(=O)c1cccc(Cl)c1)c1cccnc1
0	3	2	-4	0	-15	1	-0.5	-5	0	COCCCn1c(SCC(N)=O)nnc1-c1ccccc1
0	0	3	0	5	-5	0	-0.1	6	6	COC(=O)c1ccccc1NC(=O)N1CCN(Cc2ccco2)CC1
2	1	0	-4	1	-5	0	0.3	-2	-1	CCc1ccc(C(=O)/C=C/Nc2ccc(S(=O)(=O)Nc3onc(C)c3C)cc2)cc1
2	2	5	-7	2	-6	-1	-2.2	2	1	COc1ccc(/C=C/c2onc(C)c2S(=O)(=O)N2CCC(C(=O)N3CCC(C)CC3)CC2)cc1
1	-1	3	1	4	-1	3	-0.7	4	5	COCC1CCN(C(=O)C2CCC(=O)N(CCc3ccc(Cl)cc3)C2)CC1 (stereo unspecified)
-2	0	0	-2	-9	-19	-2	-0.1	1	-11	O=[N+]([O-])c1ccc(/C=N/n2cnc3ccccc32)s1
1	-1	4	-2	3	-3	3	0.6	1	-1	CC(Sc1nnc(COc2ccc3ccccc3c2)n1C)C(=O)O (stereo unspecified)
1	0	5	-3	4	8	-1	-0.1	-4	3	O=C(NC(C(=O)c1ccccc1)c1ccccc1)c1ccccc1 (stereo unspecified)
3	-3	2	8	0	-5	4	0.3	4	-3	O=C(O)CC/C(=N\Nc1ccc([N+](=O)[O-])cc1S(=O)(=O)N1CCOCC1)c1cccs1
-1	2	5	1	-1	1	0	0.5	-3	-6	CCSc1nc(C)c(CC)c(C)c1C(N)=O
1	2	-8	13	-5	-8	-3	-0.2	-9	-2	COC(=O)C1=C(C)N(Cc2ccccc2)C(=NCc2ccc(OC)cc2)N[C@H]1c1cccc(F)c1
-3	0	8	-3	-2	-2	1	0.0	-4	10	O=C(Nc1ccccc1C(F)(F)F)c1cc(-c2ccco2)on1

Record cards, from the list above. Values in the order: UHRF1 binding | LEDGF integ inh | DDE Tn6 FP inh | SIAE inh | MBD2 inh | TDP2 absorb | PRMT1 inh | KLK7 zymogen act | Tn7 DDE FP | TCR-CD3 inh
`CCc1ccc(C(=O)/C=C/Nc2ccc(S(=O)(=O)Nc3onc(C)c3C)cc2)cc1` across the screens: 2 | 1 | 0 | -4 | 1 | -5 | 0 | 0.3 | -2 | -1
`COc1ccc(OC)c(NC(=O)c2ccc(S(=O)(=O)N3CCN(C)CC3)cc2)c1` across the screens: 1 | 5 | 4 | 2 | -6 | -1 | -4 | 0.6 | -10 | 8

Source: PubChem (The Scripps Research Institute Molecular Screening Center)
